MC4R antagonist = human MC4R antagonism in cAMP assay; P32245; MC4R-expressing cells, MTII-stimulated cAMP, LANCE TR-FRET; inhibition, % at 6.5 µM; actives 0.48% (n = 360,000); AID 540295;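 active = inhibition above its plate's cutoff, the mean of tested wells on that plate plus 3 SD, cut at about 29% in these data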;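 also: 0% = Melanotan II alone and 100% = Melanotan II plus saturating MCL0020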
Target sequence (P32245 whole entry, looked up): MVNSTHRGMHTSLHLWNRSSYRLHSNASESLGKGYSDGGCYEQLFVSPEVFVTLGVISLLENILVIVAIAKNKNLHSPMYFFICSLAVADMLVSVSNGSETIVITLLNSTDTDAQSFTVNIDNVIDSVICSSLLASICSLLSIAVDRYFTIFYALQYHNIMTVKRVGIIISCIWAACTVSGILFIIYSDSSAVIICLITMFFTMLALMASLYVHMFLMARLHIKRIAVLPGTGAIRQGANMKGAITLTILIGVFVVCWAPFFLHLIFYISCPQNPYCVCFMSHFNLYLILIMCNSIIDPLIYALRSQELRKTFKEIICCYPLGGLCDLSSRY
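Assay system: U2OS-MC4R stable cell line; Also added: Melanotan II; Technique: Eu-cAMP/anti-cAMP TR-FRET, emission 671 nm; Times: 30-min compound, 1-h challenge, 1-h detection, room temperature.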
MC4R ag barr = activates human MC4R beta-arrestin recruitment. P32245. U2OS MC4R beta-arrestin complementation, luminescence; percent of melanotan II response, DMSO zero. activation, % at 8.9 µM. actives 0.98% (n = 360,000). AID 540308;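 active = activation above a per-plate cutoff, the mean activation of sample wells on that plate plus 3 SD, cut at about 8% in these data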
SRC3 inh = inhibits human SRC3 coactivator. HEK293 GAL4-SRC3 luciferase reporter, luminescence. AID 588352. Q9Y6Q9. actives 0.17% (n = 360,000). inhibition, % at 3.6 µM;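 active = inhibition above a per-campaign cutoff, the mean of all compounds plus 3 SD, cut at about 60% in these data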;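 also: 0% = DMSO-treated cells and 100% = gossypol-treated cells at 36 µM; higher means less SRC3-driven luciferase light from the GAL4 reporter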
EBV LMP1 NFkB = Epstein-Barr LMP1 NF-kappaB reporter inhibition | LMP1-induced NF-kappaB luciferase reporter cells, luminescence | AID 504558 | actives 0.69% (n = 350,000) | inhibition, % at 12.5 µM; in the data active = inhibition above about 41%;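 also: 0% = neutral control wells and 100% = reference inhibitor control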
NOD2-RIPK2 inh = blocks binding of human NOD2 to RIPK2 | O43353 | CHO BLA complementation NOD2-RIPK2, CCF4 ratio | inhibition, % at 4.98 µM | actives 0.38% (n = 360,000) | AID 624267; in the data active = inhibition above about 21%;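 also: 0% = vehicle only and 100% = reference blocker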
LRH-1 inv ag = inverse agonists of human LRH-1 (NR5A2); O00482; HEK293T StAR-luciferase reporter, LRH-1 transfected, 24 h; inhibition, % at 3.6 µM; actives 0.13% (n = 360,000); AID 602396;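 active = inhibition above the mean inhibition of all tested compounds plus 3 SD, cut at about 73% in these data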;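 also: 0% = DMSO wells and 100% = reporter-only cells lacking LRH-1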
Target sequence (O00482 whole entry, looked up): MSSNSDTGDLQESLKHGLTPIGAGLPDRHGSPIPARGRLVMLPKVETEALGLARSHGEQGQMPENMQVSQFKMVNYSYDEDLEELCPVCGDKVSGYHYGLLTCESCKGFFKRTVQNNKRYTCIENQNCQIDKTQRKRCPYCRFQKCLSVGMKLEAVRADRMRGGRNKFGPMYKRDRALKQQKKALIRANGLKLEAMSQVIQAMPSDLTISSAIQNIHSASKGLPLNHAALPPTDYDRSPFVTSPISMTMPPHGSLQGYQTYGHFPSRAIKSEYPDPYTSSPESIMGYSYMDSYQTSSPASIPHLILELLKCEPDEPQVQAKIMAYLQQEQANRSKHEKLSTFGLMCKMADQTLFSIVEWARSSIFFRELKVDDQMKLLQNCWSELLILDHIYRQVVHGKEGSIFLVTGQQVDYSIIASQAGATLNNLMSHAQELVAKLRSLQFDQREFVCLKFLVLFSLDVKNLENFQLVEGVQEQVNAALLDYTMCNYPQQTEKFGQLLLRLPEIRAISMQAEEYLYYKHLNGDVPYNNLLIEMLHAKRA
TLR9-MyD88 block = TLR9-MyD88 interaction inhibition. Q9NR96+Q99836. CHO BLA complementation TLR9-MyD88, CCF4 FRET ratio. inhibition, % at 4.98 µM. actives 0.21% (n = 340,000). AID 504734;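 active = inhibition above the mean over all tested compounds plus 3 SD, cut at about 21% in these data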;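 also: 0% = DMSO only wells and 100% = clavulanate BLA inhibitor control wells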
SRC1 inh = human NCOA1 inhibition; inhibition, % at 3.6 µM; HEK293 GAL4-SRC1 luciferase reporter, luminescence; Q15788; AID 588354; actives 0.12% (n = 360,000);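 active = inhibition above the campaign mean plus 3 SD, with each screening campaign given its own cutoff, cut at about 60% in these data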;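 also: 0% = DMSO treated cells and 100% = gossypol at 36 µM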
NCOA2 inhibitor = human SRC2 (NCOA2) inhibition; AID 651957; HEK293 GAL4-SRC2 luciferase reporter, luminescence; actives 0.17% (n = 370,000); inhibition, % at 9 µM;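 active = inhibition above the mean inhibition of all tested compounds plus 3 SD, set per campaign, cut at about 52% in these data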;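 also: 0% = DMSO treated cells and 100% = cells given Gossypol at 36 µM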
ABHD5-PLIN5 inh = ABHD5-PLIN5 protein interaction inhibition; Q00G26+Q8WTS1; Split G. princeps luciferase complementation, luminescence, 4 h; inhibition, % at 4 µM; actives 0.78% (n = 360,000);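 active = inhibition above the mean inhibition across every tested compound plus 3 SD, cut at about 22% in these data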;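 also: 0% = DMSO only wells and the 100% control is not disclosed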
NR2F2 inh = NR2F2 (human) inhibition, primary screen; HEK293T NGFI-A luciferase reporter, luminescence; inhibition, % at 8.6 µM; P24468; actives 0.7% (n = 370,000); AID 686940;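 active = inhibition above a per-plate cutoff, mean inhibition of test wells between control levels plus 3 SD, cut at about 38% in these data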;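 also: cells cotransfected with COUP-TFII expression vector driving the NGFI-A reporter; 0% = median of COUP-TF2 test wells and 100% = reporter-only cells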
An asterisk follows results filed as active; . = not tested or not shown. Not all compounds are listed (hit frequency here may not be typical).

SMILES | MC4R antagonist | MC4R ag barr | SRC3 inh | EBV LMP1 NFkB | NOD2-RIPK2 inh | LRH-1 inv ag | TLR9-MyD88 block | SRC1 inh | NCOA2 inhibitor | ABHD5-PLIN5 inh | NR2F2 inh
Cc1cc(Cl)c2oc(C(=O)NCCN3CCCCC3CO)c(C)c2c1 (stereo not given) | 2 | -3.8 | -17 | -2 | -13 | -21 | -1 | -20 | -19 | -1 | 13
CCCCN(C)CCC(=O)Nc1ccc(C)cc1 | 17 | 0.0 | 7 | -11 | 3 | 14 | -12 | 0 | -3 | 7 | 16
COc1ccc(/C=C/C(=O)NCc2cccnc2)cc1 | 6 | -2.2 | -8 | -5 | -1 | -2 | -4 | -13 | -18 | -3 | -9
O=C(CCN1C(=O)C2C3CC(C(Br)C3Br)C2C1=O)OCC(=O)c1cccc([N+](=O)[O-])c1 (stereo not given) | 22 | 0.1 | 0 | -8 | 10 | -3 | -2 | 6 | -6 | 0 | 15
O=C(CSc1ccc2c(c1)OCCO2)NCC1CCCO1 (stereo not given) | 0 | -2.3 | -10 | 1 | 3 | -1 | -2 | -19 | -7 | 2 | 9
COc1ccc(-c2nc(C#N)c(NCc3ccco3)o2)cc1 | -6 | 0.0 | -49 | 6 | -1 | -96 | -1 | -73 | -12 | 3 | -19
CCOc1ccc(-c2nc(C)c(C(C)=O)n2O)cc1 | 3 | -0.6 | -23 | -5 | 2 | -36 | 13 | -48 | -21 | 1 | -23
COC(=O)c1ccc(NC(=S)N2CCN(CCO)CC2)cc1 | 13 | -2.3 | -17 | 6 | -3 | 4 | 3 | 4 | 10 | 0 | -9
CCCCC(=O)Nc1ccc(NC(=O)c2ccccc2[N+](=O)[O-])cc1OC | 3 | -2.4 | 16 | 3 | -4 | 8 | 5 | 9 | -2 | -3 | 19
Cc1cc(NC(=O)CCC(=O)N(CC2CCCO2)C(C(=O)NC2CCCC2)c2ccccc2C)no1 (stereo not given) | -1 | -1.2 | -13 | 2 | -2 | -3 | 9 | 1 | -4 | -2 | 0

Compound profiles (already shown). Order of screens: MC4R antagonist, MC4R ag barr, SRC3 inh, EBV LMP1 NFkB, NOD2-RIPK2 inh, LRH-1 inv ag, TLR9-MyD88 block, SRC1 inh, NCOA2 inhibitor, ABHD5-PLIN5 inh, NR2F2 inh
COc1ccc(-c2nc(C#N)c(NCc3ccco3)o2)cc1 across the screens: -6, 0.0, -49, 6, -1, -96, -1, -73, -12, 3, -19
CCCCC(=O)Nc1ccc(NC(=O)c2ccccc2[N+](=O)[O-])cc1OC across the screens: 3, -2.4, 16, 3, -4, 8, 5, 9, -2, -3, 19
Cc1cc(Cl)c2oc(C(=O)NCCN3CCCCC3CO)c(C)c2c1 (stereo not given) across the screens: 2, -3.8, -17, -2, -13, -21, -1, -20, -19, -1, 13

More structures follow.
SMILES | MC4R antagonist | MC4R ag barr | SRC3 inh | EBV LMP1 NFkB | NOD2-RIPK2 inh | LRH-1 inv ag | TLR9-MyD88 block | SRC1 inh | NCOA2 inhibitor | ABHD5-PLIN5 inh | NR2F2 inh
Cc1c(OCC(=O)NCCCN2CCOCC2)ccc2c3c(c(=O)oc12)CCCC3 | 10 | -3.8 | -15 | 2 | -9 | -22 | -1 | -2 | -14 | -12 | -11
O=C(COc1ccccc1)N(Cc1cccc(F)c1)C1CCS(=O)(=O)C1 (stereo not given) | 2 | -3.1 | -61 | -3 | -8 | 1 | -6 | 2 | 10 | -4 | 9
O=C1CC(c2ccccc2)C(=O)N2C(=O)CC(c3ccccc3)C(=O)N12 (stereo not given) | 6 | -0.8 | 0 | -14 | -9 | 5 | -3 | 3 | 18 | -1 | 4
Cc1c(C=O)c2ccccn2c1C(=O)c1cccc([N+](=O)[O-])c1 | -1 | -0.7 | 6 | -9 | 1 | -7 | -5 | 5 | 5 | -5 | -8
Cc1cccc(Nc2nc(N)c([N+](=O)[O-])c(N3CCCC(C)C3)n2)c1 (stereo not given) | 15 | 3.5 | 12 | 10 | -6 | 11 | -1 | -2 | 4 | -10 | 30
COc1cc2[nH]c(=S)nc(NCCCOC(C)C)c2cc1OC | 10 | -2.2 | -11 | 6 | -12 | 5 | -3 | -8 | -15 | 1 | 8
COc1ccccc1NC(=O)N1CCC(c2nc3ccccc3o2)CC1 | -2 | 0.3 | 9 | -18 | -6 | 3 | -5 | 0 | -12 | 3 | -15
CCC(C)N(C(=O)CSc1nnc(-c2cccs2)n1C1CC1)C1CCS(=O)(=O)C1 (stereo not given) | 8 | -0.5 | -2 | 1 | -2 | -2 | 1 | 22 | 8 | -2 | -4
COc1ccc(-c2nnn(CC(=O)c3ccccc3)n2)cc1OC | 6 | 1.2 | -5 | 7 | -8 | 7 | -2 | 4 | -6 | -2 | 3
CCn1c(CSCc2ccc(Cl)cc2)nnc1SCC(=O)Nc1cccc(C(=O)O)c1 | -6 | 0.0 | 9 | -2 | 3 | -3 | -4 | -5 | 11 | 1 | -7
Cc1ccc(-c2nc(CNC(=O)c3cc(C)on3)cs2)cc1 | -4 | -1.9 | -7 | 8 | 11 | -20 | 0 | -26 | 10 | -2 | -2
COc1ccc(C2CC(c3ccccc3)=NN2C(=O)COC(=O)c2cccnc2Cl)cc1 (stereo not given) | 9 | -1.7 | -8 | 2 | -4 | -5 | -2 | 2 | 1 | 0 | 8
CC(=O)Nc1cc(C(=O)c2ccccc2)ccc1N1CCOCC1 | -1 | -2.6 | -5 | 11 | 0 | 15 | -2 | 2 | -17 | -4 | 0
CC(C(=O)N1CCN(c2ccccc2)CC1)N1C(=O)C2CC=CCC2C1=O (stereo not given) | 12 | -0.3 | -3 | 15 | 7 | 1 | -5 | -4 | 23 | 3 | 0
O=Nc1onc(-c2ccc([N+](=O)[O-])cc2)c1NO | 3 | -1.7 | 14 | -6 | 2 | 13 | 36* | 7 | 5 | -3 | -4
CC(=O)c1cccc(NC(=O)C2Cc3c(-c4cccc(F)c4)ccnc3O2)c1 (stereo not given) | -7 | -0.8 | 1 | . | 6 | -9 | . | -22 | 24 | -9 | 22
CSC(=S)N/N=C/c1ccc(N(C)C)cc1 | 2 | -1.9 | -34 | -20 | -1 | -51 | -3 | -32 | -51 | 0 | -15
Cc1ccc(NC(=O)C2CCCN(S(=O)(=O)c3ccc4c(c3)oc(=O)n4C)C2)nc1 (stereo not given) | 3 | 0.7 | 11 | 11 | 2 | -14 | 3 | 12 | 23 | 4 | 11
Cc1ccc(N2CCN(S(=O)(=O)c3ccc(C)cc3)CC2)cc1 | -5 | -1.3 | -1 | -16 | 2 | -2 | -7 | 4 | 1 | 1 | -14
COc1ccc(CCN(C(=O)Cn2nnc3ccccc32)C(C(=O)NCC2CCCO2)c2ccncc2)cc1OC (stereo not given) | 4 | -1.8 | 5 | -6 | -14 | 6 | 3 | 18 | -7 | -1 | 1
CN(C)CCNC(=O)/C(=C/c1ccc(-c2cccc(Cl)c2)o1)NC(=O)c1ccccc1 | -5 | -1.0 | 10 | 6 | 5 | -1 | -3 | -16 | 3 | -6 | -6
CCOC(=O)c1ccc(-c2ccc(/C=C(\C#N)C(=O)NCC3CCCO3)o2)cc1 (stereo not given) | 13 | 6.2 | -21 | -22 | 0 | -5 | -2 | -8 | -16 | -1 | -9
COc1ccc(C2CC(c3cccs3)=NN2C(=O)CSc2nnnn2C)cc1OC (stereo not given) | -1 | -2.3 | 5 | 5 | -5 | 5 | -5 | -14 | 21 | 4 | 3
O=C(NCCN1C(=O)S/C(=C/c2ccccc2)C1=O)C1CCCN1C(=O)c1cccs1 (stereo not given) | 6 | -2.8 | 3 | 0 | -13 | 12 | -1 | -12 | 2 | 2 | -10
CCOc1ccc(N2CC(O)(c3cccs3)[N+]3=C2CCCC3)cc1 (stereo not given) | 11 | -2.3 | 12 | 0 | 0 | 0 | 2 | -9 | -20 | 3 | 7
CCOC(=O)c1c(S(=O)(=O)NCCc2ccco2)c(C)n(C)c1C | 7 | -1.9 | 4 | 2 | 2 | -3 | 3 | 12 | 11 | -5 | -3
CCOC(=O)c1cnc2c(C(=O)OC)cccc2c1NCc1ccco1 | 10 | -2.5 | -9 | 11 | 2 | 14 | 10 | -2 | -33 | 2 | -32
Cn1cccc1CC(=O)NNC(=O)Nc1ccc(F)cc1 | 7 | -1.9 | -21 | -1 | -4 | -3 | -5 | -8 | 7 | -2 | -10
O=C(N/N=C/c1cc(Cl)ccc1O)c1ccccc1Br | -4 | 2.0 | 12 | -3 | -4 | 3 | 6 | 28 | -12 | 6 | 8
N#CCCN(C(=O)COc1ccc(C#N)cc1)c1ccc(F)cc1 | 27 | 2.2 | 13 | 4 | -25 | 7 | -10 | 10 | 6 | -10 | 16
CC(=O)Oc1ccc2c(c1)C(=O)c1ccccc1CO2 | 0 | 0.3 | -49 | 1 | 0 | -3 | 5 | -12 | -19 | 8 | -5
C=CCOc1ccccc1CNn1c(C)n[nH]c1=S | 5 | -2.2 | 5 | -1 | 5 | 1 | -8 | 12 | 2 | -3 | 4
CCc1ccc(NS(=O)(=O)c2ccc3[nH]cc(C(=O)N(C)Cc4ccco4)c(=O)c3c2)cc1 | 11 | 0.8 | -21 | 6 | -5 | -1 | -3 | 6 | 3 | 13 | -7
COCCn1nnnc1C(c1ccccc1OC)N1CCN(C(=O)c2ccco2)CC1 (stereo not given) | 1 | 1.3 | 15 | -7 | 1 | 16 | 0 | -7 | 12 | 4 | -20
CC(=O)c1ccc(NC(=O)c2ccc3c(=O)n4c(nc3c2)CCCCC4)cc1 | 7 | -0.7 | 2 | -6 | -4 | -3 | -12 | 5 | 7 | -10 | 5
O=C(O)c1cccc(NC(=O)c2ccc(CN3C(=O)c4ccccc4C3=O)cc2)c1 | 6 | 0.6 | -18 | 5 | -5 | -8 | -1 | -28 | -4 | -3 | -2
Cc1cc(NC(=O)CN2CCOCC2)n(-c2ccccc2)n1 | 3 | 1.6 | 6 | 2 | -10 | 2 | . | 18 | 4 | 2 | -3
Cc1cc(NC(=O)COC(=O)C2COc3ccccc3O2)no1 (stereo not given) | 7 | 1.6 | -5 | 3 | 3 | 6 | 0 | -1 | -8 | -4 | -3
CCN1C(=O)NC2C1N(S(C)(=O)=O)CCN2S(C)(=O)=O (stereo not given) | -2 | -1.1 | -17 | 6 | -3 | 10 | -21 | 2 | 5 | -4 | 5
COc1ccc(-c2csc(NC(=O)Cc3cccc4ccccc34)c2C(=O)O)cc1 | 24 | -0.2 | 8 | 2 | -6 | -11 | 2 | -2 | 4 | -4 | -6
Cc1ccc(C(=O)Nc2scc(-c3ccccc3)c2C(=O)O)o1 | -2 | -1.8 | 7 | -6 | 2 | -11 | -12 | -19 | 4 | 1 | -12
O=C(Nc1cc(S(=O)(=O)N2CCOCC2)ccc1N1CCCC1)c1cc(F)c(F)cc1Cl | 17 | -1.0 | -6 | -18 | -11 | -9 | -4 | -28 | 0 | 4 | 9
CN(c1ccccc1)c1nc2ccsc2c(=O)s1 | 2 | -0.3 | -104 | -29 | -8 | -68 | 2 | -86 | -28 | -3 | -30

Assay outcomes deposited in PubChem BioAssay by several laboratories.
